# Assay outcomes from PubChem.
# D1 mod – D1 CRE-luciferase signal change, two-sided – cell-based, HEK293 D1, dopamine EC30, D1 allosteric modulator project, primary screen | dopamine EC30 potentiation; actives deviate in either direction | B-score at 10 µM | hit rate 5.9% among 58,000 | AID 641, 2007;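 active = luminescence count or its row- and column-corrected plate score outside the 99.7% band of the plate's sample wells, on either side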
# Target sequence (P21728 whole entry, looked up): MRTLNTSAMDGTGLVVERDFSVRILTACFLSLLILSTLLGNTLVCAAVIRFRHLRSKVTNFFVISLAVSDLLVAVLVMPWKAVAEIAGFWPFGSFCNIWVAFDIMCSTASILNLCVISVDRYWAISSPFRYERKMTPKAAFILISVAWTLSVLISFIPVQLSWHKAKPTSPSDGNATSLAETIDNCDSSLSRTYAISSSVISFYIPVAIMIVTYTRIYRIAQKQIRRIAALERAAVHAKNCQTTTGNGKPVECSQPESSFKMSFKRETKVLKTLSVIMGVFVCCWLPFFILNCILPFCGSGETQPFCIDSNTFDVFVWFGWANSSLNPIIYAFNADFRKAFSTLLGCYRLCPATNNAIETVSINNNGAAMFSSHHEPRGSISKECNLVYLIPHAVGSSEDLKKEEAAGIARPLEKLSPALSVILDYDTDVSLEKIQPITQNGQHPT
# Ec RNAP inh – E. coli RNAP inhibitors, biochemical. DNA-directed RNA polymerase subunit beta (Escherichia coli (strain K12)), P0A8V2. E. coli RNA polymerase, fluorescence transcription assay. inhibition, %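 (tested at 10 µM)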. hit rate 0.2% among 62,000. AID 559, 2006; in the data active = inhibition above about 20%;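 also: 0% = enzyme without compound and 100% = no enzyme blank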
# Jurkat tox 60K – cytotoxicity toward Jurkat T cells, primary screen, cytotoxicity control, cell-based, Jurkat E6.1, 60K MLSMR library | Jurkat E6.1 viability, ATP luminescence, 48 h | hit rate 1.2% among 56,000 | inhibition, % at 4 µM;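 active = inhibition above the mean inhibition of all tested compounds plus 3 SD, cut at about 28% in these data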
# M1 antag – antagonists of rat M1 muscarinic receptor; B-score at 10 µM; AID 628, 2007; CHO-M1 cells, Fluo-4 calcium, ACh EC80 antagonist mode; hits give low values; hit rate 3.4% among 64,000; Muscarinic acetylcholine receptor M1 (Rattus norvegicus), P08482;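 active = calcium fluorescence response, raw or row-and-column corrected B-score, differing from the plate sample mean either way at a set confidence level, mostly lower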
# S1P3 agonist – human S1P3 receptor agonists, primary screen, cell-based, primary and confirmation, NFAT-BLA reporter. Sphingosine 1-phosphate receptor 3 (Homo sapiens), Q99500. S1P3 NFAT-BLA reporter cells, agonism, FRET ratio; relative to 1 µM S1P, basal subtracted. activation, % at 4.5 µM. hit rate 0.1% among 60,000. AID 373, 2006;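 active = activation above the screen-wide mean plus 3 SD, cut at about 4.5% in these data, passing the limit was not always enough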; also: some compounds called inactive have numbers as strong as hits
# Target sequence (Q99500 whole entry, looked up): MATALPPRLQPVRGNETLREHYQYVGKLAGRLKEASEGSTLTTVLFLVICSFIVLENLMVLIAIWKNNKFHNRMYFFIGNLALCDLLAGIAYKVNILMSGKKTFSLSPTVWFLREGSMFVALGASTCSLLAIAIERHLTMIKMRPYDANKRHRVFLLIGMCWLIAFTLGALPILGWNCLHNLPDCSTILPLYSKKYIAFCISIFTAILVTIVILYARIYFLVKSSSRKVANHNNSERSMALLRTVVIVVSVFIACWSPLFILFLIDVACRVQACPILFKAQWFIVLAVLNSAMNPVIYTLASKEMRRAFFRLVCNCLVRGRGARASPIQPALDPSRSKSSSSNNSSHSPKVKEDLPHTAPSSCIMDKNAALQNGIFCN
#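 material = human S1P3 NFAT-BLA reporter CHO cells | schedule = 4 h compound at 37 °C, 2 h substrate at RT | measured by = fluorescent BLA substrate, ex 405 nm, em 460/535 nm ratio | controls = 1 µM S1P reference | replication = primary once, confirmation triplicate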
# M1 ag – M1 muscarinic receptor agonists, primary screen, CHO-M1 cells, Fluo-4 calcium, agonist mode; Muscarinic acetylcholine receptor M1; AID 626, 2007; Fluo-4 calcium fluorescence; hits give high values; hit rate 3% among 64,000; B-score at 10 µM;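 active = fluorescence rise, raw or as B-score row- and column-corrected plate score, outside the 99.7% band of its plate's samples, either direction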
# HEK293 NFkB inh – inhibitors of PMA/ionomycin-induced NF-kB reporter, primary screen, antigen receptor NF-kB inhibitor project, cell-based, HEK-293 luciferase reporter, luminescence. AID 465, 2006. HEK-293 NF-kB luciferase reporter. hit rate 0.21% among 62,000. inhibition, % at 3 µM;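 active = inhibition above the mean of all tested compounds plus 3 SD, cut at about 40% in these data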;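 also: 0% = stimulated DMSO wells and 100% = 10 µM reference inhibitor 5653914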
#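 Signal: luciferase luminescence; Material: HEK-293 cells with stable firefly luciferase reporter driven by four HIV NF-kB elements; Probe or stimulus: PMA with ionomycin; Replication: tested once; Times: 1 h compound pretreatment, then 16 h stimulation at 37 °C, 5% CO2; Benchmarks: DMSO and 10 µM reference inhibitor; Evaluation: per-plate % inhibition versus controls.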
# TNAP act mid DEA – human TNAP enzyme activators, primary screen, biochemical, luminescent, intermediate phosphate acceptor level; Alkaline phosphatase, tissue-nonspecific isozyme (Homo sapiens), P05186; activation factor at 20 µM; 64,000 tested, under 10 active; purified TNAP, CDP-star luminescence, 100 mM DEA, 30 min; hits give high values; scale: 0 levamisole-inhibited, 1 vehicle-only enzyme; AID 813, 2007;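 active = activation factor of at least 2 at 20 µM, relative to controls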
# S1P1 ag pot – S1P1 agonists and agonism potentiators, primary screen, cell-based, primary and confirmation screens, CRE-bla reporter. Sphingosine 1-phosphate receptor 1 (Homo sapiens), P21453. S1P1 CRE-bla cells, forskolin, beta-lactamase FRET, potentiator mode; S1P1 agonist co-added at EC20, 2 nM; 100% = saturating reference agonist, 0% = basal. activation, % at 9.5 µM. hit rate 0.57% among 56,000;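 active = activation above a cutoff set at the mean activation of all tested compounds plus 3 SD, cut at about 54% in these data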;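 also: forskolin at 4 µM as EC80 and the EC20 agonist is SEW2871; 100% = SEW2871 at its EC100 plus forskolin at EC80; some compounds past the cut are filed as inactive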
# Numbers without * were called inactive; x = not tested or not shown. The order is random; about 12% have a hit in one of these screens.
SMILES,D1 mod,Ec RNAP inh,Jurkat tox 60K,M1 antag,S1P3 agonist,M1 ag,HEK293 NFkB inh,TNAP act mid DEA,S1P1 ag pot
CCOC(=O)C(NC(=O)c1ccccc1)=C1CCCCC1,1.1,7,2,-0.24,-1.9,0.026,15,1,-32
O=CNCC(=O)NC1CCCCCC1,0.047,-1,6,0.84,-0.2,3,11,1,10
COc1ccc2cc3cc(C(=O)NCCCN4CCOCC4)oc3nc2c1,0.21,-57,2,-0.86,-0.4,0.00034,18,0.9,-3
COc1ccc2oc(=O)c(C(=O)NCC3CCCO3)cc2c1 (configuration not stated),x,-5,4,0.68,-0.9,0.43,20,0.9,17
O=C1NC(c2cc3c(cc2Cl)OCO3)Oc2ccccc21 (configuration not stated),1.8,-2,8,0.27,-1.1,-1.5,7,0.9,3
Cc1ccc(C(=O)Nc2c(C(=O)N3CCOCC3)cnn2-c2ccccc2)cc1,0.93,-4,-2,-0.27,-1.2,-0.41,-2,0.9,-27
CCC(c1nnnn1C(C)(C)CC)N(CCCO)Cc1cc2cccc(C)c2[nH]c1=O (configuration not stated),0.71,7,-6,0.3,0.9,0.89,0,0.8,0
Cc1ccnc(NC(=O)CCC2COc3ccccc3O2)c1 (configuration not stated),x,6,-10,-0.099,-0.3,-0.039,11,0.9,10
Cc1ccc(-c2cn3cccnc3n2)cc1NC(=O)c1c(-c2ccccc2Cl)noc1C,0.22,-24,x,-0.19,x,2.4,10,0.9,x
CCOC(=O)C1CCN(CCC(=O)Nc2cccc(Cl)c2C)CC1,0.1,3,x,-1.5,x,0,13,0.9,x

# Reformatted: 2 of the compounds above
# Sequence of screens: D1 mod	Ec RNAP inh	Jurkat tox 60K	M1 antag	S1P3 agonist	M1 ag	HEK293 NFkB inh	TNAP act mid DEA	S1P1 ag pot
Cc1ccnc(NC(=O)CCC2COc3ccccc3O2)c1 (configuration not stated)
 : x	6	-10	-0.099	-0.3	-0.039	11	0.9	10
Cc1ccc(-c2cn3cccnc3n2)cc1NC(=O)c1c(-c2ccccc2Cl)noc1C
 : 0.22	-24	x	-0.19	x	2.4	10	0.9	x

# The main list resumes, repeating the 4 entries before the break.
SMILES,D1 mod,Ec RNAP inh,Jurkat tox 60K,M1 antag,S1P3 agonist,M1 ag,HEK293 NFkB inh,TNAP act mid DEA,S1P1 ag pot
CCC(c1nnnn1C(C)(C)CC)N(CCCO)Cc1cc2cccc(C)c2[nH]c1=O (configuration not stated),0.71,7,-6,0.3,0.9,0.89,0,0.8,0
Cc1ccnc(NC(=O)CCC2COc3ccccc3O2)c1 (configuration not stated),x,6,-10,-0.099,-0.3,-0.039,11,0.9,10
Cc1ccc(-c2cn3cccnc3n2)cc1NC(=O)c1c(-c2ccccc2Cl)noc1C,0.22,-24,x,-0.19,x,2.4,10,0.9,x
CCOC(=O)C1CCN(CCC(=O)Nc2cccc(Cl)c2C)CC1,0.1,3,x,-1.5,x,0,13,0.9,x
Cc1cc(C(F)(F)F)nc(Nc2nc(C)c3ccccc3n2)n1,-0.33,8,-2,-0.004,-0.6,0.36,15,0.9,-11
CN(C)c1ccc(C(=O)c2ccc(N(C)C)c(N)c2)cc1N,-0.17,6,60*,0.21,0.0,-0.081,11,0.9,-10
COc1ccc(C)cc1-n1c(SCC(=O)Nc2cc(C)on2)nc2sc(C)c(C)c2c1=O,0.43,14,-8,0.5,1.2,-0.37,0,0.9,-10
Cc1csc(SCC(=O)N2CCN(S(=O)(=O)c3ccc(Cl)cc3)CC2)n1,-0.077,7,-1,0.067,1.2,-0.12,-2,1,4
Cc1nnc(SCCN2C(=O)c3ccccc3C2=O)[nH]c1=O,-0.36,x,-2,0,0.5,0.23,12,x,-19
CCCN1CCC(N(C)CCc2ccc(OC)c(OC)c2)CC1,-0.83,6,0,0.019,-0.9,0.23,16,0.9,-19
COc1cc(C)c(S(=O)(=O)Nc2ccccc2F)cc1C,-0.74,-6,-1,-0.45,-0.8,-0.013,11,1,1
COC(=O)C1(c2ccccc2)NC(c2cccs2)C2C(=O)N(C)C(=O)C21 (configuration not stated),-1.6,9,-1,-0.027,-0.3,-1.7,5,0.9,4
Clc1ccc(Cn2nnc(-c3ccc(CN4CCOCC4)cc3)n2)cc1,0.6,3,11,-0.78,-1.3,0.22,21,1,12
CCN(CC)S(=O)(=O)c1ccc(C(=O)Nc2c3c(nn2C(C)(C)C)CS(=O)(=O)C3)cc1,-0.0043,6,x,-0.087,x,0.53,25,0.9,x
Cc1nc(NCc2ccccn2)c2ccccc2n1,-0.49,2,27,-0.36,-0.6,0.33,7,0.9,37
CCn1ncc(C2=NOC(C(=O)NCCc3ccccc3)C2)c1C (configuration not stated),0.25,-1,0,-0.5,-0.7,-0.42,6,0.9,-6
Brc1cnc(N2CCCC2)nc1N1CCCCC1,2.1,7,-17,1.6,-0.8,0.83,11,0.9,-13
O=C(c1cc2ccccc2oc1=O)N(Cc1cccs1)C1CCS(=O)(=O)C1 (configuration not stated),0.53,7,4,-0.46,-1.1,-0.0018,7,1,-3
O=C(NCC1CCCO1)C1CCN(CC2CCCCC2)CC1 (configuration not stated),0.12,-5,-1,0.94,-0.5,-1.1,10,1,12
CCOc1cc2[nH]c(=O)n(CCCCC(=O)N3CCCCCC3)c(=O)c2cc1OCC,4.1,11,-1,-0.58,0.2,0.19,11,0.9,-18
COc1cc(C(=O)N2CCN(C(=O)C3CC3)CC2)cc(OC)c1OC,1.8,8,-11,-3.1*,0.3,-0.94,3,0.9,-20
O=C(Nc1ccc(Cl)c(Cl)c1)N1CCC(N2CCCCC2)CC1,-0.21,6,4,-2.5*,-1.4,-0.15,20,1,3
O=C(Cc1cccs1)NCc1cn2ccccc2n1,-0.12,3,-3,0.18,87,0.16,14,0.9,-6
CCOC(=O)c1ccccc1NC(=O)c1cccnc1,1.4,-8,x,0.72,x,-0.51,x,0.9,x

# Part of the list above in another layout:
# Each structure is followed by: D1 mod	Ec RNAP inh	Jurkat tox 60K	M1 antag	S1P3 agonist	M1 ag	HEK293 NFkB inh	TNAP act mid DEA	S1P1 ag pot
> CCOC(=O)c1ccccc1NC(=O)c1cccnc1
    1.4	-8	x	0.72	x	-0.51	x	0.9	x
> O=C(Nc1ccc(Cl)c(Cl)c1)N1CCC(N2CCCCC2)CC1
    -0.21	6	4	-2.5*	-1.4	-0.15	20	1	3

# Next results follow.
SMILES,D1 mod,Ec RNAP inh,Jurkat tox 60K,M1 antag,S1P3 agonist,M1 ag,HEK293 NFkB inh,TNAP act mid DEA,S1P1 ag pot
c1ccc(-c2nc(N3CCCCCC3)nc(-n3ccnc3)n2)cc1,0.83,4,8,-0.0079,-1.8,0.18,14,0.9,-3
CCOC(=O)C1=C(C)NC(SCC(=O)OC)=C(C#N)C1c1ccc(C(=O)OC)cc1 (configuration not stated),0.49,-6,-6,0.088,-0.7,1.8,30,1,9
Cc1cc(C(=O)OCC(=O)N2CCN(C(=O)c3ccco3)CC2)c(C)n1-c1ccc(F)cc1,0.91,3,4,0.094,-0.9,-0.17,5,0.9,14
O=C(NCc1ccc2c(c1)OCO2)c1cc2n(n1)C(C(F)(F)F)CC(c1ccc3c(c1)OCO3)N2 (configuration not stated),0.16,6,-3,0.15,-1.2,-0.22,15,0.8,11
Cc1ccc(-c2nn(C)c(=O)c3ccccc23)cc1CNC(=O)CN1CCOCC1,2.3,11,1,1.1,0.5,-0.42,18,0.9,x
O=C(Cc1cccs1)Nc1ccccc1NC(=O)Cc1cccs1,4.9*,3,-1,0.15,-1.5,-0.35,11,0.8,4
CC(C)c1nc(SCc2c(F)cccc2Cl)c2c(=O)n(C)c(=O)n(C)c2n1,-3.7*,15,-8,-2.1,0.7,2.3,5,1,-6
COc1ccc(NC(=O)C2C3C=CC4(CN(Cc5cccnc5)C(=O)C24)O3)c(OC)c1 (configuration not stated),-0.57,4,-7,-0.5,-0.4,-0.43,5,0.9,-3
CN(C)/C=C/C(=O)c1nnn(C2CCCCC2)c1NC1CCCCC1,1.7,4,4,-0.11,-1.1,-0.076,11,1,19
OC(CN1CCCCC1)CN(c1ccccc1)c1ccccc1 (configuration not stated),-2.6,7,-1,-22*,-0.7,1.8,19,0.9,-24
CCC(CC)C(=O)Nc1ccccc1NC(C)=O,0.43,2,-6,-0.23,-0.3,0.087,5,0.9,-17
O=S(=O)(NCC1CCCO1)c1ccc(S(=O)(=O)N2CCc3ccccc3C2)cc1 (configuration not stated),-0.67,8,-4,-0.12,0.6,0.66,16,0.9,18
COc1cc2c(C(=O)NCc3ccc4c(c3)OCO4)cn(C)c(=O)c2cc1OC,1.3,3,-8,-0.41,0.3,-0.29,1,0.9,-66
CCC(=O)Nc1cccc(NC(=O)CSc2nnnn2C2CCCC2)c1,0.67,10,3,1.3,-0.3,-0.31,29,1,22
CCOc1ccc(-c2cc(CCCC(=O)Nc3cc(OC)ccc3OC)no2)cc1,-0.69,7,x,0.88,x,-1.1,23,0.9,x
